From PubChem BioAssay
S100A4 MyoIIA – S100A4-myosin IIA interaction inhibition. P26447. S100A4/TAMRA-MyoIIA peptide fluorescence polarization. inhibition, % at 10.7 µM. actives 0.14% (n = 360,000);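 active means mean inhibition of at least 70% across replicates, with every replicate also reaching that level; inconclusive means mean inhibition reaches 70% but some replicates fall short; inactive means mean inhibition below 70%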
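Material: human S100A4 monomer with TAMRA-labelled myosin IIA peptide; buffer or medium: HEPES pH 7.2 with CaCl2, KCl, NaCl, DTT, Triton; compound dosing: one concentration per compound; schedule: 5 min incubation before reading; benchmarks: neutral control DMSO, positive control TFP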
E-sel inducer – E-selectin induction on HUVECs; HUVEC E-selectin immunofluorescence imaging; normalized: neutral wells 0, TNF-alpha wells 100; actives 0.37% (n = 260,000); AID 686992; P16581; activation, % at 7.58 µM;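 active means mean E-selectin-positive cell signal at least 10% of the positive control, reached in at least 60% of replicates, without over 20% cell loss; inconclusive means no rule given, readout overlaps actives, possibly toxicity-flagged; inactive means the rest, including those meeting only one limit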;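 further: in these data hits start at about 27%; measured in HUVEC primary endothelial cells; signal is the percent of cells scored E-selectin positive by PE staining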
Target sequence (P16581 whole entry, looked up): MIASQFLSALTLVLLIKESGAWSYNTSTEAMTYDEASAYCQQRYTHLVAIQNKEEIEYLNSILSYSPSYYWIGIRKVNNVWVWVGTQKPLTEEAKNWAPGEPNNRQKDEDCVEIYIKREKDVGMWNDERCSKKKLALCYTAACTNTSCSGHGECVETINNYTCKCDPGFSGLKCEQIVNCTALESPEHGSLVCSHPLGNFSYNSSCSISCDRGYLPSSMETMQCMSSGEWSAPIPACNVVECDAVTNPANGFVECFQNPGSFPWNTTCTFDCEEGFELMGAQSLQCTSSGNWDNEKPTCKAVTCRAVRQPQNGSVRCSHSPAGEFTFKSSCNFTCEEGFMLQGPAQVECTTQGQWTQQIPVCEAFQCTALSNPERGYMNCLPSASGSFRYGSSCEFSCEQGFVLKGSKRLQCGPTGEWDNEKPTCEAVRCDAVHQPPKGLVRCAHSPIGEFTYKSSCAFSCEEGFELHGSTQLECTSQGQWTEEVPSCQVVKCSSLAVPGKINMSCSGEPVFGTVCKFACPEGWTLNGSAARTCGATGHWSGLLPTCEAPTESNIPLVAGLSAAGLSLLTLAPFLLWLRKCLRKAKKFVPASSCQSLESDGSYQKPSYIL
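System: HUVEC / Compound: single concentration / Signal: immunofluorescence imaging / Read-out: percent E-selectin-positive cells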
RAD54 inh – inhibitors of human RAD54 branch migration. Q92698. RAD54 Holliday junction branch migration, FAM/BHQ fluorescence. inhibition, % at 10.4 µM. actives 0.14% (n = 360,000). AID 602329;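 active means mean normalized replicate activity at least 40 and at least half of replicates scoring 40 or more; inconclusive means only one of the two criteria met; inactive means mean below 40 and under half of replicates reaching 40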;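 further: 0% = median of neutral control wells and 100% = median of positive control wells; inhibitors cause a drop in the FAM fluorescence signal; in these data hits start at about 50%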
FN deposition inh – fibronectin deposition inhibition; AH1F fibroblasts, Alexa488-fibronectin deposition fluorescence, overnight; inhibition, % at 12.6 µM; actives 0.086% (n = 350,000);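 active means mean inhibition across replicates of 30% or more, regardless of how many single replicates reach that level; inconclusive means mean under 30% yet at least half of replicates reach 30%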;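 further: positive control wells lacked labelled fibronectin entirely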
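Material – AH1F fibroblast monolayer, labelled fibronectin deposition · Reagent – labelled fibronectin 24 nM · Timing – 1 h adhesion, overnight exposure · Measured by – fluorescence at 485 nm excitation, 525 nm emission · Read-out – inhibition of fibronectin deposition signal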
esBAF inh – SWI/SNF esBAF complex inhibition; AID 602393; actives 2% (n = 350,000); reporter increase, % at 12.5 µM; mouse ES cells, Bmi1-luciferase knock-in reporter, 24 h; 100% = twice the neutral-well signal; in the data active means activation above about 40%; inconclusive means no clear call, values can overlap the other calls;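 further: 0% = median of the plate's neutral control wells and 100% = double that signal; a rise in the Bmi1 reporter signal indicates esBAF inhibition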
RAD52 anneal inh – blocks human RAD52 DNA annealing. P43351. recombinant RAD52 DNA annealing, FRET fluorescence. inhibition, % at 18.7 µM. actives 0.46% (n = 360,000). AID 651710;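 active means every replicate showing at least 50% inhibition; inconclusive means mean inhibition at least 50% but not in every replicate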
Target sequence (P43351 whole entry, looked up): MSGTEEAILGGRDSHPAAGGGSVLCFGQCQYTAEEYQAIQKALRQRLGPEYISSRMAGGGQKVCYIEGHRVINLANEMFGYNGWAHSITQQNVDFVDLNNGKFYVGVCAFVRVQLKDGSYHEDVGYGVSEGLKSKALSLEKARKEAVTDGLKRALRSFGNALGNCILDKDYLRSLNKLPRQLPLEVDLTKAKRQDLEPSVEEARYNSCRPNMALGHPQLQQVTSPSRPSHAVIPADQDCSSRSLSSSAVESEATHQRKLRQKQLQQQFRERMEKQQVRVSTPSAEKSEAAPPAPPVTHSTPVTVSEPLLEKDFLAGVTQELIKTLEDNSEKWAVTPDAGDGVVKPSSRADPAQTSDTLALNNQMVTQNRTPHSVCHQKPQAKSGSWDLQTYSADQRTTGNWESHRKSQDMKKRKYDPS
XiGFP reactiv – reactivates the inactive X chromosome in mouse fibroblasts; XiGFP mouse fibroblasts, % GFP-positive cells imaging, 3 d; cells co-treated with 5-aza-dC sensitizer; scaled so ellipticine positive control = 100%; activation, % at 7.58 µM; actives 0.055% (n = 360,000);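 active means mean normalized replicate activation at least 10% and every replicate at or above 10%; inconclusive means only one of the two criteria met; inactive means mean below 10% and not all replicates reach 10%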;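 further: 0% = median of on-plate neutral control wells and 100% = ellipticine 6 µM median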
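Material: XiGFP fibroblasts, SV40-immortalized; Buffer or medium: DMEM containing 5-aza-dC; Compound dosing: single point; Times: 3 days compound exposure.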
EWS-Fli inh – EWS/Fli transcriptional activity inhibition; A673 NR0B1-luciferase reporter, viability-normalised; inhibition, % at 12.6 µM; actives 0.67% (n = 350,000);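 active means mean inhibition of at least 50% after viability correction, with every replicate also passing that limit; inconclusive means mean reaches 50% but only one of two replicates passes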;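 further: firefly luciferase signal divided by Alamar Blue viability fluorescence both relative to DMSO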
* = called active by the depositor; u = inconclusive; x = no result given; & = joins results of further samples.

item | Structure | S100A4 MyoIIA | E-sel inducer | RAD54 inh | FN deposition inh | esBAF inh | RAD52 anneal inh | XiGFP reactiv | EWS-Fli inh
1 | Cc1cccc(N2C(=O)C3C4C=CC(CC4)C3C2=O)c1 (configuration not stated) | -5 | x | 7 | -2 | -15 | -1 | 0.2 | -7
2 | O=C(NN=Cc1ccccc1)c1ccccc1 | -6 | 0.2 | -9 | 6 | u | -12 | 0.1 | -64
3 | O=C(C1CCOCC1)N1C[C@@H]2[C@H](c3ccccc31)[C@@H](CO)N2C(=O)Cc1ccccn1 | x | -0.1 | 4 | 12 | 4 | x | 0.0 | -7
4 | C[C@H](CO)N1C[C@H](C)[C@@H](CN(C)Cc2ccc3c(c2)OCCO3)OCc2cnnn2CCCC1=O | -3&-5 | 0.0&0.0 | -3&5 | 9&7 | 0&-9 | -9&-7 | 0.3&0.0 | 2&2
5 | O=C(Nc1ccc2c(c1)OCO2)N[C@@H]1CC[C@H](CCNC(=O)C2CCCCC2)O[C@H]1CO | 2 | -0.5 | 5 | x | 4 | 1 | 0.3 | -1
6 | COc1ccccc1-c1ccc2n(c1=O)C[C@H]1[C@H](CO)[C@@H](C(=O)NCCCN(C)C)N(C(C)=O)[C@@H]21 | -3 | 0.4 | 16 | x | -1 | -18 | 0.1 | -1
7 | Cc1cnc(C(=O)OCC(=O)NC(C)c2ccccc2)cn1 (configuration not stated) | -2 | -0.4 | -5 | -1 | -5 | -11 | 0.1 | -1
8 | C[C@@H]1CN([C@@H](C)CO)C(=O)c2cc(NC(=O)Nc3ccc4c(c3)OCO4)ccc2O[C@@H]1CN(C)S(=O)(=O)c1ccc(Cl)cc1 | -7 | 0.1 | -3 | 1 | -1 | -6 | 0.1 | -8
9 | CCCCCNC(=O)C(c1ccncc1)n1c(=O)c(-c2cc3ccccc3[nH]2)nc2ccccc21 (configuration not stated) | 5 | 0.3 | x | 0 | x | -16 | 0.0 | -58
10 | CC(=O)N1CCN(S(=O)(=O)c2cccc(C(=O)Nc3nccs3)c2)CC1 | -1 | 1.5 | x | 7 | x | -15 | 0.0 | 6
11 | Cc1cc(C(=O)Nc2ccc3c(c2)C(=O)N(C)[C@H]2CC[C@@H](CC(=O)N[C@H](C)c4ccccc4)O[C@H]2CO3)no1 | 1 | 0.0 | -4 | 3 | 7 | -5 | 0.1 | -4
12 | COc1ccccc1CNC(=O)C[C@@H]1C[C@H]2c3cc(NC(=O)CC4CC4)ccc3O[C@H]2[C@H](CO)O1 | x | -0.4 | -12 | -29 | 3 | x | 0.0 | 8
13 | O=C(Nc1ccc(OCC(=O)N2CCOCC2)cc1)c1ccccc1Cl | 2 | 0.1 | 8 | -4 | -33 | 0 | 0.0 | -19
14 | CO[C@H]1CN(C)C(=O)c2ccc(NC(=O)c3cc(C)on3)cc2OC[C@@H](C)N(C(=O)C2CC2)C[C@@H]1C | 13 | 0.0 | 3 | 7 | -1 | -18 | 0.3 | -6
15 | Cc1ccc(S(=O)(=O)Nc2ccc3c(c2)C(=O)N(C)[C@H]2CC[C@@H](CC(=O)O)O[C@@H]2CO3)cc1 | 4 | -0.1 | 3 | -8 | 1 | 8 | 0.4 | 4
16 | O=C(c1ccc2c(c1)OCO2)N1CCN=C1SCc1cccnc1 | 2 | x | 6 | 4 | 3 | -11 | -0.3 | -11
17 | CC(C(=O)OCC(=O)Nc1cccc(S(=O)(=O)N2CCOCC2)c1)N1C(=O)c2ccccc2C1=O (configuration not stated) | -5 | -0.1 | 1 | -7 | -4 | -15 | 0.4 | -4
18 | Cc1ccc(S(=O)(=O)Nc2ccc3c(c2)CC(=O)N([C@@H](C)CO)C[C@@H](C)[C@@H](CN(C)S(=O)(=O)c2ccc(Cl)cc2)O3)cc1 | x | -0.3 | -1 | x | -4 | x | 0.1 | 4
19 | CCC(=O)N[C@@H]1CC[C@@H](CC(=O)OC)O[C@@H]1CO | 9 | -0.3 | -3 | x | 2 | -9 | 0.0 | -1
20 | CO[C@H]1CN(C)C(=O)c2ccc(NC(=O)Nc3ccc(Cl)cc3)cc2OC[C@@H](C)N(C)C[C@@H]1C | -4 | -0.1 | 12 | 12 | 3 | 25 | 0.4 | 6
21 | CCOC(=O)c1ccc(N=C2SC(C(=O)NC)CC(=O)N2Cc2ccc(F)cc2)cc1 (configuration not stated) | -7 | 1.1 | -9 | -10 | -4 | -17 | 0.2 | 4
22 | CCOC(=O)N/N=C/c1cccc(Cl)c1Cl | x | -0.3 | 5 | 1 | x | x | -0.1 | x
23 | CC(=O)Nc1ccc(Nc2nc(-c3cc4ccccc4oc3=O)cs2)cc1 | -6 | x | -9 | -2 | 90* | -16 | 0.0 | -36
24 | Cc1cc(N/N=C/c2ccc3c(c2)OCO3)nc2ccccc12 | -1 | x | x | -1 | x | -10 | -0.1 | -98
25 | CCCN(CCC)CCNC(=O)CCC(=O)Nc1ccc2nc(N3CCOCC3)cc(C)c2c1 | -5 | x | 7 | 3 | 24 | 19 | 0.0 | -29
26 | Cc1ccccc1NS(=O)(=O)c1csc(C(N)=O)c1 | -4 | -0.1 | 6 | 3 | -6 | -6 | 0.2 | -7
27 | CNc1ncnc2c1ncn2[C@H]1CN(CCc2ccccc2)C[C@@H](CO)O1 | 2 | 0.1 | -8 | -15 | -6 | 4 | -0.1 | 2
28 | C[C@@H]1CN([C@H](C)CO)C(=O)c2cc(C#Cc3cccnc3)cnc2O[C@@H]1CN(C)S(=O)(=O)c1ccccc1F | -7 | 0.7 | 7 | 8 | 2 | -5 | -1.1 | -12
29 | C[C@@H]1CN([C@@H](C)CO)C(=O)c2cc(NC(=O)CCCN(C)C)ccc2O[C@@H](C)CCCCO[C@@H]1CN(C)S(=O)(=O)c1ccc(Cl)cc1 | -4 | 0.1 | 25 | x | -1 | 34 | -1.2 | -1
30 | O=C(C1CCC1)N1CC(=O)N2[C@H](C1)[C@@H](c1ccc(C#CCc3ccccc3)cc1)[C@@H]2CO | 2 | -0.1 | x | -7 | x | 0 | 0.1 | 12
31 | O=C(CC1CC1)N1CC[C@@H]2[C@@H](CO)Nc3ccc(-c4ccccc4)cc3[C@@H]21 | 10 | u | -6 | -22 | -5 | 9 | 0.3 | 18
32 | COc1ccc(Cl)cc1C(=O)NN=C1CCCC1 | 8 | -0.1 | x | 0 | x | -13 | -0.1 | 0
33 | S=c1[nH]c2ccc(Cl)cc2s1 | -8 | 0.0 | x | 4 | x | -9 | 0.0 | 10
34 | O=C(Nc1cc(Cl)ccc1-n1cncn1)c1cc(F)c(F)c(F)c1F | -10 | x | 9 | -4 | -5 | -5 | 0.1 | 17
35 | C[C@@H]1CN([C@H](C)CO)C(=O)c2cc(NC(=O)CCC(F)(F)F)ccc2O[C@@H](C)CCCCO[C@H]1CN(C)S(C)(=O)=O | -32 | 0.1 | 2 | x | -6 | 16 | 0.0 | -1
36 | CCCCC(=O)Nc1sc2c(c1C#N)CC(C)(C)OC2 | x | 1.7 | 0 | -3 | 23 | x | -0.1 | x
37 | C=CCn1c(=N)n(CC(O)COc2ccccc2OC)c2ccccc21 (configuration not stated) | 2 | 0.9 | 14 | 0 | 9 | -6 | 0.2 | 1
38 | COc1ccc(S(=O)(=O)NCc2ccccn2)cc1C | -12 | -0.1 | -2 | 5 | 8 | -2 | 0.0 | -15
39 | CC(=O)N(C)C[C@@H]1Oc2cc(-c3cccc(F)c3)ccc2S(=O)(=O)N([C@H](C)CO)C[C@@H]1C | 11 | 0.3 | 3 | -9 | 3 | 3 | -0.8 | 1
40 | Cc1ccc(NC(=O)CSc2nc3ccccc3c(=O)n2CCCN2CCCCC2)cc1C | x | -2.3 | 19 | 6 | -3 | x | x | x
41 | COc1ccc(OCCN2CCC(C(=O)NC(c3ccc(F)cc3)c3ccc4ccccc4n3)CC2)cc1 (configuration not stated) | 0 | 0.0 | -12 | 1 | 3 | -33 | 0.0 | 18
42 | NC(=O)COC(=O)c1cc(-c2cccs2)nn1-c1ccccc1 | -1 | 5.2 | 3 | 9 | -9 | -9 | 0.0 | -7
43 | COC(=O)CN1C(=O)N/C(=C/c2ccc(OC)cc2)C1=O | -4 | x | x | x | x | -6 | 0.0 | -11
44 | O=C(C[C@H]1CC[C@H](NC(=O)Nc2ccccc2F)[C@@H](CO)O1)NCc1ccc(F)cc1 | -3 | 1.2 | x | x | x | -3 | 0.2 | -1
45 | COC(=O)c1cc(-c2ccc(OC)cc2F)nc2nc(SC)[nH]c(=O)c12 | 1 | -0.2 | -23 | 3 | -2 | -10 | -0.1 | 1
46 | CC(=O)Nc1ccc(NC(=O)COC(=O)CCNS(=O)(=O)c2c(Cl)cccc2Cl)cc1 | -5 | 0.0 | -10 | -8 | 6 | -6 | 0.1 | -1
47 | Brc1ccc(-c2c(-c3ccsc3)sc3ccccc23)cn1 | -5 | 0.8 | 5 | 3 | 2 | -4 | -0.3 | -3
48 | O=C(NCC1CCCO1)c1ccc(N2CCCCC2)c([N+](=O)[O-])c1 (configuration not stated) | -1 | x | 1 | 7 | 31 | -2 | 0.0 | -19
49 | CCOC(=O)N1CCN(c2c(NCCOC)c(=O)c2=O)CC1 | -4 | 0.4 | 1 | -5 | -8 | -15 | 0.0 | 0
50 | O=C(Nc1cccc(Br)c1)c1ccc2c(c1)SC1=NS(=O)(=O)CCN12 | 5 | x | -3 | -5 | -29 | 1 | 0.0 | 28
51 | Cc1ccc(C(=O)N[C@H](C(=O)NC2CCCCC2)C(C)C)cc1 | 2 | x | -4 | 1 | 7 | -17 | 0.2 | -6
52 | Cc1cc(SCC(=O)N2c3ccccc3NC(=O)CC2C)nc2ccccc12 (configuration not stated) | -8 | -0.1 | -4 | 5 | 4 | -25 | 0.3 | 1
53 | CN1CCN(C(=O)C(=O)c2cn(CC(=O)N3CCCC3)c3ccccc23)CC1 | -1 | 0.0 | 3 | 0 | x | -1 | 0.0 | x
54 | CC(C)NC(=O)c1onc(CSc2nc3ccccc3[nH]2)c1C(=O)NC(C)C | -11 | x | -1 | -2 | -8 | -2 | 0.0 | 8
55 | COc1cccc(-c2ccc3c(c2)[C@H]2[C@H](CCN2S(=O)(=O)c2ccc(F)cc2)[C@H](CO)N3C)c1 | 2 | 1.4 | 2 | 13 | -3 | 5 | 0.2 | 11
56 | CCc1nnc(NC(=O)c2ncc(Cl)c(Cl)c2Cl)s1 | -8 | -0.3 | 19 | 3 | 4 | -2 | 0.2 | -3
57 | CCC(=O)Nc1ccc2c(c1)C(=O)N(C)C[C@H](OC)[C@@H](C)CN(C(=O)c1cnccn1)[C@@H](C)CO2 | 10 | -0.3 | 5 | -3 | -4 | -9 | -0.1 | 4

In a second layout: 2 of the compounds above.
Results follow in this order: S100A4 MyoIIA | E-sel inducer | RAD54 inh | FN deposition inh | esBAF inh | RAD52 anneal inh | XiGFP reactiv | EWS-Fli inh
(46) CC(=O)Nc1ccc(NC(=O)COC(=O)CCNS(=O)(=O)c2c(Cl)cccc2Cl)cc1
  -5 | 0.0 | -10 | -8 | 6 | -6 | 0.1 | -1
(47) Brc1ccc(-c2c(-c3ccsc3)sc3ccccc23)cn1
  -5 | 0.8 | 5 | 3 | 2 | -4 | -0.3 | -3
